Bioassay records (PubChem)
MITF primary – human MITF inhibition, primary screen | O75030 | AlphaScreen MITF homodimerization, bead proximity signal | inhibition, % at 2.6 µM | 650,000 compounds, 0.91% hits | AID 1259374; in the data active means inhibition above about 50%;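 further: 0% = vehicle wells with protein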
Target sequence (O75030 whole entry, looked up): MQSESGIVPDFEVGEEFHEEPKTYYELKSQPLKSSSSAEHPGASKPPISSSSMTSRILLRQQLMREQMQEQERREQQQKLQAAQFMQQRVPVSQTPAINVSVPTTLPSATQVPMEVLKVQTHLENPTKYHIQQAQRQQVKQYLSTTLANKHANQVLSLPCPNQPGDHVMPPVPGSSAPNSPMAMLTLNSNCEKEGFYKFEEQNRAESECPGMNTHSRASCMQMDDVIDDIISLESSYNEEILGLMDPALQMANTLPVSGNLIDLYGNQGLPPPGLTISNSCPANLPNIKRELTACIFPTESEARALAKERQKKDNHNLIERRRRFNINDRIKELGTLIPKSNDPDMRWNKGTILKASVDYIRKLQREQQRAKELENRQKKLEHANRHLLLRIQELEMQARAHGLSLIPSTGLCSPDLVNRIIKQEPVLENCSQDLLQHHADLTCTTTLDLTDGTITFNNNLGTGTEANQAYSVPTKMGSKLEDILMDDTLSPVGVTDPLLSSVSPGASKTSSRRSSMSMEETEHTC
FBW7 activator – activators of human E3 ligase FBW7; Q969H0; AlphaScreen FBW7–phospho-cyclin E peptide binding, activator screen; normalized activity (activation), % at 26.1 µM; 650,000 compounds, 0.13% hits; AID 1259310; in the data active means normalized activity above about 1.9%;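 further: purified mutant Fbw7 with reduced substrate affinity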
GPR151 activ – activates the human receptor GPR151; PathHunter beta-arrestin GPR151 cells, luminescence; 650,000 compounds, 1% hits; activation, % at 11.2 µM; Q8TDV0; in the data active means activation above about 4.9%;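 further: 0% = median of compound wells and 100% = cells with positive control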
Target sequence (Q8TDV0 whole entry, looked up): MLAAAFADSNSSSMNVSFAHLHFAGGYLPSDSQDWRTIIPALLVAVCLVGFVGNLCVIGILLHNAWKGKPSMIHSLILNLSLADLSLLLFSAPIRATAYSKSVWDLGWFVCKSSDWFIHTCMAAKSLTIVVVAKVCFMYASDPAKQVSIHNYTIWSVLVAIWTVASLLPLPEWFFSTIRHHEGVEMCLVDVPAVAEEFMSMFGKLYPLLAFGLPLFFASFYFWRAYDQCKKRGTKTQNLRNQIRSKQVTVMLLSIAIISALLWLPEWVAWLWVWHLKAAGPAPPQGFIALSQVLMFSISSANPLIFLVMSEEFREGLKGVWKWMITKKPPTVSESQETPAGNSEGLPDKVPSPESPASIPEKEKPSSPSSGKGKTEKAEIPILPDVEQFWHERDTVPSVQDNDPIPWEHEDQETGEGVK
TEAD-YAP block – TEAD-YAP interaction inhibition; inhibition, % at 9.12 µM; 640,000 compounds, 1.4% hits; AID 1259422; HEK-TIYL cells, TEAD-Gal4/YAP UAS-luciferase luminescence; in the data active means inhibition above about 32%;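 further: 0% = median of test compound wells and 100% = reference inhibitor wells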
Numbers without * were called inactive.

compound,MITF primary,FBW7 activator,TEAD-YAP block,GPR151 activ
COc1c(C(=O)Nc2nccs2)ccc2ccccc12,-1.5,-0.1,-54.8,0.3
Nc1c(Cl)cc(Cl)cc1C(=O)OCCOC(=O)c1ccccc1,7.4,0.2,7.9,-0.7
CCOC(=O)Cn1c(=O)c2c(nc(N3CCCCC3)n2C)n(C)c1=O,4.5,-0.1,-1.7,-2.1
COc1ccc(C(=O)Nc2ccc(NC(=O)C3CC3)nc2)cc1,-3.9,-0.1,-7.5,-0.2
COC(=O)C1CCN(C(=O)c2cc(OC)cc(OC)c2)CC1,-6.8,-0.1,-4.5,-0.2
COc1cc(-c2nnc(SCC(=O)Nc3ccc4c(c3)OCCO4)nc2-c2cc(OC)c(OC)c(OC)c2)cc(OC)c1OC,0.9,0.0,15.2,-1.0
CCCn1nnc2c(=O)oc3ccccc3c21,-6.7,-0.3,2.2,-0.6
O=C(N[C@H]1C[C@H]2C(=O)N[C@@H](CO)C(=O)N2C1)c1c(Cl)cccc1Cl,6.1,0.6,14.1,-1.4
CCN(CC)c1ccc(NC(=O)C(C(C)C)N2C(=O)c3ccccc3C2=O)cc1 (stereo not given),-1.1,-0.1,-9.8,0.1
Cc1nc2scc(-c3cccs3)c2c(=O)n1N,-6.2,-0.1,4.5,-0.6
COC(=O)c1ccc(Nc2nc(N3CCN(C)CC3)c3ccccc3n2)cc1,-9.2,-0.1,-2.8,-0.7
Cc1ccc(S(=O)(=O)N2CCN(c3ccc(-c4ccncc4)nn3)CC2)cc1,-7.9,-0.5,-7.4,-0.4

Next section (7 carried over from the part before).
compound,MITF primary,FBW7 activator,TEAD-YAP block,GPR151 activ
COc1cc(-c2nnc(SCC(=O)Nc3ccc4c(c3)OCCO4)nc2-c2cc(OC)c(OC)c(OC)c2)cc(OC)c1OC,0.9,0.0,15.2,-1.0
CCCn1nnc2c(=O)oc3ccccc3c21,-6.7,-0.3,2.2,-0.6
O=C(N[C@H]1C[C@H]2C(=O)N[C@@H](CO)C(=O)N2C1)c1c(Cl)cccc1Cl,6.1,0.6,14.1,-1.4
CCN(CC)c1ccc(NC(=O)C(C(C)C)N2C(=O)c3ccccc3C2=O)cc1 (stereo not given),-1.1,-0.1,-9.8,0.1
Cc1nc2scc(-c3cccs3)c2c(=O)n1N,-6.2,-0.1,4.5,-0.6
COC(=O)c1ccc(Nc2nc(N3CCN(C)CC3)c3ccccc3n2)cc1,-9.2,-0.1,-2.8,-0.7
Cc1ccc(S(=O)(=O)N2CCN(c3ccc(-c4ccncc4)nn3)CC2)cc1,-7.9,-0.5,-7.4,-0.4
O=C(O)C1C2C=CC(O2)C1C(=O)Nc1ccc(F)c(Cl)c1 (stereo not given),9.9,0.0,4.0,0.1
Cc1ccc(-c2nc(CCNC(=O)c3cccc(Br)c3)cs2)cc1,5.5,0.0,-5.6,3.7
CCC(C)NC(=O)C1c2ccccc2C(=O)N(c2ccc(OC)cc2)C1c1ccc(OC)cc1 (stereo not given),10.5,0.1,3.0,-0.8
O=C(Nc1nnc(-c2ccc(Cl)cc2)o1)C1COc2ccccc2O1 (stereo not given),-7.1,-0.1,-1.2,0.4
COCCn1nnnc1CN1CCN(c2nc3ccc(C)cc3cc2C#N)CC1,-1.0,-0.1,2.6,-0.6
CC(C1CC1)N1C(=O)C2C(C1=O)C1C=CC2C12CC2 (stereo not given),1.8,-0.1,0.1,0.4
Cc1ccc2cc3cc(C(=O)N4CCN(C(=O)c5ccco5)CC4)oc3nc2c1,14.8,0.3,-2.7,-2.2
COc1ccccc1Nc1nnc(SCc2nc3ccccc3nc2C)s1,13.6,-0.1,-6.3,-0.2
S=C1NC(c2ccc(Br)cc2)=CC(c2ccccc2)N1 (stereo not given),10.2,-0.1,-2.0,-0.6
COc1ccccc1N1C(=O)C2C3C=CC(C4CC34)C2C1=O (stereo not given),-2.7,0.0,-5.3,0.6
O=P1(Nc2ccc(F)cc2)C=C(c2ccccc2)SC(c2ccccc2)=C1,-3.8,0.0,3.7,2.1
Cc1ccccc1N(CC(=O)N=Nc1c(O)[nH]c2ccccc12)S(C)(=O)=O,5.1,-0.2,-0.7,-0.3

(more compounds)
compound,MITF primary,FBW7 activator,TEAD-YAP block,GPR151 activ
COc1cc2c(cc1OC)C(C(=O)N1CCC(C)CC1)C(c1cccs1)N(C)C2=O (stereo not given),1.6,0.5,-1.2,0.3
N#Cc1ccc(COC(=O)Cn2ccc(=O)[nH]c2=O)cc1,14.0,0.1,-0.8,-2.3
CCN(CC)C(=O)CN(c1cccc(C)c1C)S(C)(=O)=O,-10.0,-0.1,-4.0,-0.6
COC(=O)Cn1c(=O)c2c(nc3n(-c4ccc(C)c(C)c4)c(C)c(C)n23)n(C)c1=O,9.0,0.3,-0.6,-0.7
CC1CCN(S(=O)(=O)c2ccc(F)c(C(=O)Nc3ccc(F)c(Cl)c3)c2)CC1,1.2,0.0,6.1,-0.2
COc1ccc2c(c1)C=C(CN1CCc3c(nc(N4CCCC4)[nH]c3=O)C1)CO2,10.8,-0.1,5.3,0.9
Nn1cnn2c(SCC(=O)Nc3ccc(Cl)cc3Cl)nnc12,-12.2,-0.2,8.5,3.0
COc1cccc(NC(=O)/C=C/C(=O)O)c1,-6.0,-0.1,5.3,0.8
COc1cc(-c2cnn3c(N4CCCCC4CCO)ccnc23)cc(OC)c1OC (stereo not given),-4.0,-0.2,-21.6,0.2
CC1(C)CC(=O)C2=C(C1)Nc1ccccc1N(C(=O)C1CC1)C2c1ccc(Cl)cc1Cl (stereo not given),5.3,-0.1,7.9,1.2
CCOc1ccc(NC(=O)c2ccco2)cc1,-3.7,-0.2,6.3,-2.2
O=c1[nH]nc(-c2ncc[nH]2)c2ccccc12,0.9,-0.1,-2.2,0.9

Later entries
compound,MITF primary,FBW7 activator,TEAD-YAP block,GPR151 activ
COC(=O)COc1ccc(/C=C2\C(=O)C(C(=O)OC)=C(C)N2c2cc(C)cc(C)c2)cc1,14.7,0.2,-14.8,1.6
O=C(CCc1nnc(Cc2c[nH]c3ccccc23)o1)NCCc1cccc(F)c1,-8.1,-0.1,3.4,0.3
COc1ccccc1CNC(=O)CNC(=O)c1nn(-c2ccc(OC)c(OC)c2)c(=O)c2ccccc12,-5.2,0.0,29.9,2.9
O=c1[nH]c(/C=C\c2cccc(C(F)(F)F)c2)c([N+](=O)[O-])c(=O)[nH]1,13.4,0.2,-2.7,-0.7
Cc1cc(C)c(C(=O)N2CCc3c(cnc(C)c3CNC(=O)c3ccc4c(c3)OCO4)C2)[nH]1,-3.8,0.0,-2.3,2.9
CC(C)(C)NS(=O)(=O)c1cc(Br)cc2c1N(C(=O)C1CC1)CC2,-6.2,0.3,-5.2,1.0
CC(=O)NC1=NC(=O)/C(=C/c2cc(C)n(-c3cccc(C(=O)O)c3)c2C)S1,74.7*,-0.7,17.6,0.7
COC(=O)C1=CN(c2ccc(F)cc2)C=C(C(=O)OC)C1c1ccc(O)c(OC)c1,-5.5,-0.1,-15.0,0.8
Cc1cc(Cl)ccc1OCCCC(=O)Nc1ccncc1,18.5,0.1,12.9,-0.5
CS(=O)(=O)N(CC(=O)N1CCN(Cc2ccc3c(c2)OCO3)CC1)c1ccccc1,4.1,-0.1,10.2,2.6
Cc1cc(F)ccc1NC(=O)CN(C)S(=O)(=O)c1ccc2[nH]c3c(c2c1)CCCC3,19.0,0.0,-7.2,1.5
COc1cccc2c1OC1(CCN(C(=O)c3ccc4ccccc4c3)CC1)OC2,-17.9,0.0,2.7,-1.7

(next part)
compound,MITF primary,FBW7 activator,TEAD-YAP block,GPR151 activ
O=C(CCCCCn1c(SCc2ccccc2Cl)nc2ccccc2c1=O)N1CCOCC1,9.9,0.0,3.6,1.0
C=CCn1c(SCC(=O)NC(=O)NC(C)(C)C)nnc1C1CCCCC1,-6.3,-0.1,4.4,0.2
O=C(Cn1ncc2c1-c1ccccc1OC2)Nc1ccccc1F,7.7,0.9,9.3,0.2
O=C(Nc1ccccc1)c1ccc2nc(NC(=O)C3CCCCC3)sc2c1,-7.2,0.0,2.4,-1.9
CC1=C(C(N)=O)C(c2ccc(Cl)cc2)NC(=S)N1 (stereo not given),5.3,0.2,-0.4,0.6
N=c1oc2ccc([N+](=O)[O-])cc2cc1C(=O)Nc1ccc(Cl)cc1,12.6,0.5,0.0,-0.9
CC(C)(C)NS(=O)(=O)c1ccc(OCC(=O)N2CCN(c3ccccc3F)CC2)cc1,2.1,0.0,4.8,-1.0
COc1ccc(Nc2nc(OC(C(F)(F)F)C(F)(F)F)nc(N3CCCCC3)n2)cc1,1.0,-0.1,-3.8,2.0
O=C(CCC(=O)Nc1ccc(Br)cc1)N/N=C/c1cc([N+](=O)[O-])ccc1O,8.9,0.9,8.2,-0.2
COCCCNC(=O)c1oc2ccc3c(c2c1C)C(=O)CC1(CCCCCC1)O3,-0.5,0.2,-42.6,0.7
COc1ccc(C2(CNC(=O)C3CCN(S(C)(=O)=O)CC3)CCOCC2)cc1,-1.1,0.1,0.2,0.1
COc1ccc(S(=O)(=O)N2CCCN(Cc3c(F)cccc3F)CC2)cc1,25.6,0.1,-7.9,0.5

Next section.
compound,MITF primary,FBW7 activator,TEAD-YAP block,GPR151 activ
CCNS(=O)(=O)c1ccc(NC(=O)CCCc2ccccc2)cc1,-11.4,-0.1,-32.5,-0.2
CN1CCN(C(=O)c2cnn(-c3ccccc3)c2NC(=O)c2ccc(Br)cc2)CC1,4.8,0.7,-1.0,-0.6
O=C(NCC(c1ccc(F)cc1)N1CCOCC1)C1CCCCC1 (stereo not given),-1.4,0.1,-3.0,0.7
O=C(Cn1c(C(=O)O)cc2ccccc21)c1ccccc1,5.7,0.1,-0.2,0.7
O=C(Nc1cc(Oc2ccc3c(c2)CCC3)cc([N+](=O)[O-])c1)c1nn2c(C(F)(F)F)cc(-c3ccc(F)cc3)nc2c1Cl,14.8,0.2,-4.8,-0.2
Cc1ccc(NC(=O)C(=O)NCCC2CCCCN2S(=O)(=O)c2ccccc2)c(C)c1 (stereo not given),13.4,0.1,-1.2,-0.5
Cc1ccc(C2(C(F)(F)F)NC(=O)N3CCCN=C3S2)cc1 (stereo not given),7.0,0.1,10.9,-0.6
CCC1CCCN1Cn1cnc2c([nH]c3ccccc32)c1=O (stereo not given),8.4,-0.2,2.9,-0.3
CCOc1ccc(S(=O)(=O)Nc2cccc(C(C)=O)c2)cc1,-0.1,0.1,13.7,0.9
CCC(=O)N1c2ccc(S(=O)(=O)N(C)c3ccc(Br)cc3)cc2CC1C (stereo not given),3.0,1.2,-12.1,-0.6
O=C(Nc1ccc(-c2nc3cccnc3s2)cc1)c1ccccc1Br,14.4,0.0,-36.1,-0.6
O=c1cc(-c2cc(O)c(O)c([C@@H]3O[C@H](CO)[C@@H](O)[C@H](O)[C@H]3O)c2)oc2cc(O[C@@H]3O[C@H](CO)[C@@H](O)[C@H](O)[C@H]3O)cc(O)c12,-16.5,-0.3,16.4,0.2

Continuation.
compound,MITF primary,FBW7 activator,TEAD-YAP block,GPR151 activ
COc1ccc(C(c2nnnn2C(C)(C)C)N2CCN(Cc3ccccc3)CC2)cc1 (stereo not given),-0.9,0.0,-17.1,1.8
COc1ccc2c(c1)c(C(C)=O)c(C)n2-c1ccccc1,-6.7,0.0,-6.0,0.0
CCOc1cc(C=O)cc(Cl)c1OC,-0.9,0.1,-19.6,-1.0
CCc1cccc(CC)c1NC(=O)C(=O)N/N=C/c1cc(OC)c(OC)c(OC)c1,12.8,0.3,8.7,1.5
CC(C#N)OC(=O)c1ccc(S(=O)(=O)N2CCCCCC2)cc1 (stereo not given),3.9,0.4,-2.2,0.0
CN(CC(=O)NNC(=O)c1cccnc1)S(=O)(=O)c1cc(Cl)ccc1Cl,10.3,0.2,-11.2,-2.5
CCOc1ccc(NC(=O)c2ccc([N+](=O)[O-])o2)cc1,11.2,-0.1,-19.3,1.7
Cc1cc(/C=C2\SC(=Nc3cccc(Cl)c3Cl)NC2=O)c(C)n1-c1cccc([N+](=O)[O-])c1,-3.3,-0.4,4.5,0.9
O=C(CSc1ccc(-c2ccccn2)nn1)N1CCN(c2ccccc2)CC1,8.9,-1.6,7.1,-0.6
CCOC(=O)C1CCCN(C(=O)c2cc3c(=O)n(C)c(=O)n(C)c3s2)C1 (stereo not given),-23.3,0.0,5.0,-1.2
Cn1c(=O)cc(NCCCO)n(Cc2cccc(C(F)(F)F)c2)c1=O,-0.8,-0.1,10.4,-1.1
COc1ccc(CCN2C(=O)CC(C(=O)Nc3ccc(C(=O)O)cc3)SC2=Nc2ccccc2)cc1 (stereo not given),-6.9,-0.2,2.1,0.5

(list continues)
compound,MITF primary,FBW7 activator,TEAD-YAP block,GPR151 activ
CCCCN(C(=O)Cc1cccs1)c1nnc(-c2cccnc2)s1,3.0,-0.1,-52.9,-0.4
Cc1ccc(NS(=O)(=O)c2c(C)noc2C)cc1F,6.2,-0.2,4.0,-1.1
CCCCn1c(-c2nn(C)c(C)c2Cl)n[nH]c1=S,15.2,-0.2,2.5,0.2
S=c1nc2[nH]c3ccc(Cl)cc3c2n[nH]1,12.9,0.5,8.0,-0.3
CC(C)CCC1(C2CCN(C(=O)c3ccc(OC(C)C)cc3)CC2)NC(=O)NC1=O (stereo not given),-17.5,-0.1,-9.2,0.7
CCOc1ccccc1-n1c(N)c(C(=O)Nc2ccccc2C)sc1=S,1.8,-0.3,-3.1,0.1
COc1cc(C2CC(C(F)(F)F)n3ncc(C(=O)N4CCN(C(c5ccccc5)c5ccccc5)CC4)c3N2)cc(OC)c1OC (stereo not given),-7.1,0.1,2.1,-0.4

Compounds as they come; 3.5% or so of the library scored in one or more.
